Nrf2 ARE act – Nrf2 pathway activation. AID 624171. Potency, µM (titrated, usually from 46.1 µM), inactives show top-dose activation, hits mostly activators. 0.31% of 410,000 active. AREc32 ARE-luciferase reporter (MCF7-derived line), luminescence, 24 h; note: potency is the fitted concentration of half-maximal effect; % of control where 0% means no effect; nearly all actives have a fitted effect of over 65% in size
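Each well held 1000 AREc32 cells, which were incubated with compound for 24 hr at 37 deg C after overnight attachment, and ARE reporter activity was quantified by firefly luciferase luminescence.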
TGFb inhibitor – inhibitors of TGF-b signaling; HepG2 CAGA-GFP TGF-b/SMAD3 reporter, GFP fluorescence, 18 h; TGF-beta stimulated, 500 pg/mL final; Potency, µM (top dose mostly 46.1 µM), inactives show at the highest dose activity, negative = inhibition, actives largely listed as inhibitors; 1.2% of 410,000 active; AID 588855; note: potency is the fitted concentration of half-maximal effect; % is set by controls: 0 for no effect and ±100 for the full control effect; nearly all actives have a fitted effect of over 65% in size
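Cell-based qHTS in HEPG2 carrying a CAGA-GFP Smad reporter; compounds added before 500 pg/mL final TGF-beta, 18 h incubation at 37 degrees C, GFP fluorescence quantified per cell by imaging cytometry.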
MmCpn inh – M. maripaludis TRiC chaperonin inhibition; purified Mm-Cpn ATPase, ADP Transcreener TR-FRET; Potency, µM (titrated, usually from 76.9 µM), for the others: at the top dose activity, negative = inhibition, most hits filed as inhibitors; 0.031% of 330,000 active; AID 504842; note: potency is the fitted concentration of half-maximal effect; % is set by controls: 0 for no effect and ±100 for the full control effect; nearly all actives have a fitted effect of over 80% in size
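TR-FRET (320 nm excitation; 590 and 665 nm emission) reports ADP made from 10 uM ATP by 25 nM enzyme; compounds were preincubated 10 min, reaction run 30 min, both at 37°C.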
CCT modulator – cytosolic chaperonin activity modulation | purified chaperonin ATPase assay, HTRF ADP detection, 30 min | activity change, % (test concentration not listed), hits read low | 0.3% of 360,000 active | AID 651819; in the data active = activity change below about -30%; note: % is set by controls: 0 for no effect and ±100 for the full control effect
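First, chaperonin was dispensed at 40 nM or 20 nM final depending on batch activity. Next, compounds were pinned at 76 uM and ATP added at 10 uM. After 30 min at 37 °C, ADP detection reagents ran 30 min at ambient temperature.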
A549 tox – counter-screen for Nrf2 inhibitors: cytotoxicity in A549 cells; Potency, µM (highest dose often 46 µM), inactives show top-dose activity change, negative = cytotoxicity, actives largely listed as inhibitors; AID 504648; 0.16% of 390,000 active; A549 ARE-Fluc cells, CellTiter-Fluor viability, 18-24 h; note: potency is the fitted concentration of half-maximal effect; % is set by controls: 0 for no effect and ±100 for the full control effect
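A549 ARE-Fluc cells in 5% FBS OPTI-MEM, 5000 cells/well, rested 2 h then exposed to compounds in concentration-response for 18-24 h at 37 °C. Viability by CellTiter-Fluor fluorescence (Ex 405/Em 525) after 30 min; luciferase luminescence (BugLite, 15 min, RT) read afterwards.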
HepG2 viability – HepG2 cytotoxicity, counter-screen for TGF-b inhibitors; HepG2 CAGA-GFP viability, ATP luminescence, 18 h; Potency, µM (titrated, usually from 46.1 µM), for the others: at the highest dose activity change, negative = cytotoxicity, actives largely listed as cytotoxic; 0.76% of 410,000 active; AID 588856; note: potency is the fitted concentration of half-maximal effect; some results filed as inactive show a strong effect at the top dose
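CellTiter-Glo luminescence gave cytotoxicity after 18 hours at 37 degrees C. The cells were HepG2 CAGA-GFP in 1% FBS DMEM, stimulated with 500 pg/mL TGF-beta after compound addition. %Activity was normalised to no-cell wells (complete cell-killing) and DMSO (no toxicity), and curves were fitted and classified.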
Abeta rescue – A-beta toxicity reversal in yeast; AID 1347071; Potency, µM (doses to about 46.1 µM), for the others: at the top dose growth rescue, hits mostly activators; 0.063% of 410,000 active; yeast expressing A-beta42, growth rescue, OD600, 48 h; response scale: 0% DMSO, 100% iron-clioquinol control; note: potency is the fitted concentration of half-maximal effect; nearly all actives have a fitted effect of over 55% in size
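Growth rescue measured by 600 nm absorbance after 48 h yeast culture at 30 C with compound. Values normalized between DMSO and an equimolar ferric chloride plus clioquinol control.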
Akt phos inh – Akt phosphorylation inhibition | Neuro2A IGF-stimulated pAkt S473 HTRF, 20 min; hits give low values | activity change, % for hits at 50 µM | 0.32% of 360,000 active | AID 651550; in the data active = activity change below about -80%; inconclusive = mostly about -51% to -80%; note: % is set by controls: 0 for no effect and ±100 for the full control effect
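Single-point screen (50 µM final compound) in Neuro2A cells stimulated 20 min with 6 nM IGF at 37 deg C. After lysis, Ser473-phosphorylated Akt read by HTRF (ex 330 nm, em 615/665 nm) as the 665/615 ratio.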
Nrf2 block – inhibitors of Nrf2 signaling; 2.1% of 360,000 active; Potency, µM (titrated, usually from 46 µM), inactives show at the highest dose activity change, negative = inhibition, hits mostly inhibitors; A549 ARE-Fluc reporter, luciferase luminescence, 18-24 h; note: potency is the fitted concentration of half-maximal effect; % is set by controls: 0 for no effect and ±100 for the full control effect; nearly all actives have a fitted effect of over 60% in size
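A549 ARE_Fluc cells, 5000/well, 5% FBS OPTI-MEM; compounds in dose-response, 18-24 h at 37 °C/5% CO2; CellTiter-Fluor viability read (Ex 405/Em 525), then BugLite luciferase luminescence = Nrf2 activity.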
An asterisk follows results filed as active; i = inactive; ? = inconclusive; nt = no result given; & = joins results of further samples; [ ] = remark or other dose. Unless noted, calls come from the whole dose curve; as a rule, active = well fitted curve in the direction sought with a large enough effect; inconclusive = small, poorly fitted or top-dose-only effect, or another doubt; inactive = no such curve, though single readings can be large; an effect the other way counts as inactive or inconclusive. Random draw from the library, and some 4.3% of all compounds hit somewhere here.

SMILES	Nrf2 ARE act	TGFb inhibitor	MmCpn inh	CCT modulator	A549 tox	HepG2 viability	Abeta rescue	Akt phos inh	Nrf2 block
COc1cccc(Nc2nc(-c3ccccc3)nc3ccccc23)c1	4.3%	?	-7%	-1.4	?	-68%	-25%	i	?
CC1(C(=O)NS(=O)(=O)c2ccc3ccccc3c2)CCN1C(=O)CC1CCCCC1 (centres undefined)	0.4%	10%	nt	1.3	nt	17%	-6%	i	nt
COc1c(Br)cc(Br)cc1C(=O)Nc1ccccc1N1CCCC1	-0.8%	-15%	0%	0.2	9%	-5%	-7%	i	0%
O=C(NC1CCc2ccccc21)C1CCN(S(=O)(=O)c2ccc(-n3cnnn3)cc2)CC1 (centres undefined)	-0.6%	10%	2%	-6.2	-4%	0%	10%	i	12%
CC1(C)CC(=O)C2=C(C1)Nc1ccccc1NC2c1ccc(F)cc1 (centres undefined)	0.1%	-3%	-1%	-4.2	-2%	-7%	-3%	i	-17%
S=C(NCCc1ccccn1)Nc1cc(Cl)cc(Cl)c1	-0.4%	-23%	0%	1.7	-6%	-3%	?	i	?
CCC(=O)N1C(Cc2ccccc2)COC1(C)C (centres undefined)	-0.3%	7%	-1%	2.4	0%	16%	-4%	i	6%
CCc1ccc(/C(C)=N/NC(=O)C(O)c2ccccc2)s1 (centres undefined)	-0.1%	-12%	nt	-6.1	5%	-14%	5%	i	3%
Cc1ccc(CNC(=O)c2ccc3c(c2)c(C)c(C)n3Cc2ccc(Cl)cc2)o1	3.6%	-29%	nt	nt	4%	-23%	-15%	nt	?
O=S1(=O)CC2NC(=S)N(c3cccc(Br)c3)C2C1 (centres undefined)	0.3%	-14%	-1%	1.4	11%	-7%	2%	i	15%
O=C(NC(c1ccccc1)c1ccccc1)c1cccc(S(=O)(=O)NCc2ccccc2)c1	-0.2%	?	-1%	0.3	1%	3%	9%	i	3%
O=c1[nH]c2ccc(Cl)cc2c(-c2ccccc2)c1[N+](=O)[O-]	-0.2%	?	2%	1.7	-5%	-47%	4%	i	-19%
O=C(c1ccco1)N1CCN(C(=O)C2CC(c3ccccc3F)=NO2)CC1 (centres undefined)	0.0%	0%	1%	-2.3	1%	20%	7%	i	3%
O=c1c2cnn(-c3ccc(F)cc3)c2ncn1Cc1cccnc1	2.2%	-6%	-3%	1.0	-6%	1%	-16%	i	?
O=C(NCCCl)Nc1ncn[nH]1	-0.3%	0%	nt	-0.9	-5%	-22%	0%	i	1%

In another format: results already given.
smiles | Nrf2 ARE act | TGFb inhibitor | MmCpn inh | CCT modulator | A549 tox | HepG2 viability | Abeta rescue | Akt phos inh | Nrf2 block
COc1c(Br)cc(Br)cc1C(=O)Nc1ccccc1N1CCCC1 | -0.8% | -15% | 0% | 0.2 | 9% | -5% | -7% | i | 0%
COc1cccc(Nc2nc(-c3ccccc3)nc3ccccc23)c1 | 4.3% | ? | -7% | -1.4 | ? | -68% | -25% | i | ?
O=C(NC(c1ccccc1)c1ccccc1)c1cccc(S(=O)(=O)NCc2ccccc2)c1 | -0.2% | ? | -1% | 0.3 | 1% | 3% | 9% | i | 3%
CCC(=O)N1C(Cc2ccccc2)COC1(C)C (centres undefined) | -0.3% | 7% | -1% | 2.4 | 0% | 16% | -4% | i | 6%

Additional records follow.
SMILES	Nrf2 ARE act	TGFb inhibitor	MmCpn inh	CCT modulator	A549 tox	HepG2 viability	Abeta rescue	Akt phos inh	Nrf2 block
CCCC(=O)Nc1ccc(OCC(=O)OC)cc1	-0.9%	-5%	-1%	-0.6	-15%	4%	19%	i	17%
O=C(COc1ccc(Cl)cc1)NCC(c1cccs1)S(=O)(=O)c1ccc(F)cc1 (centres undefined)	5.3%	?	nt	nt	8%	-17%	-5%	nt	nt
O=C(CNC(=O)c1ccc2c(c1)OCO2)NCc1cccs1	2.0%	-4%	1%	-0.1	0%	-9%	-6%	i	0%
O=C(CN1C(=O)S/C(=C\c2ccc(C(=O)O)cc2)C1=O)Nc1ccccc1	0.1%	-4%	-3%	-0.3	5%	-10%	-10%	i	-13%
CC(O)(CC(=O)CC(=O)c1ccccc1)c1ccccc1 (centres undefined)	2.5%	-14%	nt	-4.4	-2%	-27%	-23%	i	?
COC(=O)CCCn1cc(CN2CC(N(C)C)CS2(=O)=O)nn1 (centres undefined)	-0.3%	nt	nt	0.0	nt	nt	-14%	i	nt
CC(=O)Oc1cc2c(C(=O)NCc3ccncc3)c(C)oc2c2ccccc12	-3.5%	?	-2%	0.2	-7%	-84%	5%	i	18%
COC(=O)Cc1ccc(OCc2ccc(Cl)nc2)cc1	4.3%	3%	1%	-3.3	-15%	-11%	-1%	i	2%
COc1ccc(CNC(=S)N/N=C(\C)c2ccc(OC)cc2)cc1	2.9%	?	-2%	0.0	1%	-14%	?	i	1%
O=C(NC1(C(F)(F)F)NC(=O)N(c2ccc(F)c(Cl)c2)C1=O)c1ccncc1 (centres undefined)	0.4%	6%	0%	-8.1	-4%	4%	-1%	i	1%
CC1CCN(C(=O)CSc2n[nH]c(-c3cccs3)n2)CC1	-0.5%	1%	0%	-1.9	-1%	5%	-7%	i	-9%
COC(=O)[C@@]1(Sc2ccc(C)cc2)CC(=O)N[C@@H]1c1ccc(C(F)(F)F)cc1	5.6%	nt	nt	-2.1	nt	nt	11%	i	nt
COC(=O)c1c(NC(=O)CSc2ccccc2N)sc(C)c1C	2.0%	2%	3%	-0.6	-18%	-4%	0%	i	?
Cc1ccc(OCC(=O)Nc2ccc(S(=O)(=O)Nc3cc(C)on3)cc2)c(Br)c1	2.4%	5%	nt	nt	0%	-18%	-27%	nt	-5%
O=C(Cc1ccc(-c2ccccc2)cc1)NCc1ccccc1	-0.2%	?	-3%	-0.1	-17%	1%	4%	i	20%
COc1ccc(S(=O)(=O)NCCC(=O)NC(C)c2ccccc2)cc1 (centres undefined)	0.1%	25%	0%	-1.7	4%	-2%	22%	i	1%
O=C(CN1CCN(S(=O)(=O)c2ccc(Br)s2)CC1)NCC1CCCCC1	2.5%	-16%	nt	1.4	nt	-2%	18%	i	nt
Cc1ccc(NS(=O)(=O)c2cccc(C(=O)O)c2)cc1S(=O)(=O)N1CCOCC1	-0.5%	1%	1%	-1.5	10%	28%	-12%	i	-3%
NC(=O)c1ccsc1NC(=O)CSc1nnc(C2CC2)n1Cc1ccccc1	-0.5%	?	0%	0.5	-2%	3%	10%	i	nt
CCOc1cc(C2c3c(oc4cc(C)cc(C)c4c3=O)C(=O)N2CCO)ccc1O (centres undefined)	0.6%	0%	nt	nt	-4%	-1%	-6%	nt	-4%
O=C([C@@H]1Cc2ccccc2CN1)N1CCN(Cc2ccccc2)CC1	-0.5%	-4%	1%	-1.4	7%	-20%	-7%	i	6%
CCCOc1ccc(C(=O)N/N=C/c2ccc(-c3ccc(S(=O)(=O)Nc4ncccn4)cc3)o2)cc1	-0.3%	?	0%	-0.9	4%[1.84 µM]	-19%	-13%	i	?
CCOC(=O)C1CCN(C(=O)CSc2n[nH]c(=O)[nH]c2=O)CC1	-0.4%	-2%	-4%	-6.3	-11%	4%	5%	i	-18%
CCCCCCCCNCCS(=O)(=O)NCc1ccc(OC)cc1	4.4%	?	nt	-0.5	-10%	-113%	1%	i	9%
O=C1NN(c2ccccc2)C(=O)/C1=C/c1ccc(-c2cccc(C(=O)O)c2)o1	-0.4%	-5%	-5%	-0.1	3%	-20%	1%	i	18%
CN(Cc1ccccc1)c1ccc(C(=O)O)cc1[N+](=O)[O-]	3.3%	5%	-1%	-0.2	-3%	-33%	0%	i	10%
COc1cc(CNc2ccc(N3CCOCC3)c(C(=O)O)c2)ccc1OCC(N)=O	2.0%	4%	0%	-0.8	nt	-24%	-16%	i	-2%
CC1CC(=O)N(c2ccc(NCc3ccc(Cl)cc3)c([N+](=O)[O-])c2)C1=O (centres undefined)	1.7%	3%	-2%	-0.5	-6%	3%	14%	i	-10%
CCC1CCCCN1S(=O)(=O)c1ccc(C(=O)Nc2nnc(C3=COCCO3)o2)cc1 (centres undefined)	-0.8%	-21%	1%	-1.8	?	-28%	11%	i	?
COc1ccccc1CNC(=O)c1nnc(Cc2ccc(Cl)cc2)o1	0.0%	-8%	1%	-0.9	8%	-21%	6%	i	15%
COc1ccc(-c2ccc3c(c2)[C@@H]2C[C@H](N(C)C(=O)Nc4ccccc4)[C@H]([C@H](C)O)C(=O)N2CC3)cc1	6.7%	?	nt	-2.1	0%	-24%	6%	i	-13%
O=C(O)c1ccccc1/C=N/Nc1ccc(S(=O)(=O)N2CCOCC2)cc1[N+](=O)[O-]	0.0%	0%	0%	-2.2	?	-8%	15%	i	6%
COc1ccc(NC(=O)CCNS(=O)(=O)c2cccc3nsnc23)cc1	0.2%&-1.0%	-5%&0%	0%	1.7	-8%&2%	-2%&3%	1%&-6%	i	-7%
CCOc1ccc(/C=C(\C(=O)O)c2ccc(S(=O)(=O)N3CCCCC3)s2)cc1OC	0.9%	-2%	1%	0.0	-16%	-2%	4%	i	?
CCOc1ccc(NC(=O)C(NS(=O)(=O)c2ccc3c(c2)CCN3C(C)=O)C(C)C)cc1 (centres undefined)	2.5%	7%	nt	nt	1%	-14%	5%	nt	18%
On1onc2c3cc(-c4ccccc4)nc3ccc21	?	?	1%	0.3	-8%	-19%	3%	i	?
Nc1ccc(C(=O)Nc2ccc(Nc3ccncc3)cc2)c([N+](=O)[O-])c1	-0.1%	-11%	nt	-0.7	nt	-20%	0%	i	nt
CCN1C2OC3OC4C(OC3OC2N(CC)S1(=O)=O)N(CC)S(=O)(=O)N4CC (centres undefined)	-1.1%	6%	-5%	0.2	0%	14%	-4%	i	9%

Screens: PubChem, National Center for Advancing Translational Sciences (NCATS)
